Bioassay records as filed in PubChem.
STEP block = STEP (human) phosphatase inhibition; P54829; recombinant STEP, OMFP fluorogenic substrate, fluorescence; inhibition, % at 20 µM; 360,000 compounds, 0.25% hits;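 active = inhibition at 20 µM, scaled per plate between control wells, above about 37%, limit read from the data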;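 also: 0% = DMSO with enzyme and substrate and 100% = substrate only without enzyme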
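Material: STEP (striatal-enriched tyrosine phosphatase) enzyme, cell-free | Medium: 50 mM Bis-Tris pH 6.0 with 2.5 mM DTT and 0.005% Tween 20 | Read-out: Percent inhibition scaled to no-enzyme and uninhibited-enzyme controls, plate-pattern corrected | Signal: Fluorescence read at 480 nm ex / 540 nm em | Times: 20 min reaction, room temperature, in the dark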
NadD block = NadD (S. aureus) enzyme inhibition | inhibition, % at 20 µM | purified NadD enzyme, colorimetric absorbance read-out | AID 602399 | 360,000 compounds, 0.78% hits; in the data active = inhibition above about 26%; also: some compounds past the cut are filed as inactive
LMPTP block = LMPTP (human) inhibition. P24666. recombinant LMPTP-A, OMFP fluorogenic substrate, fluorescence intensity. inhibition, % at 20 µM. 360,000 compounds, 0.22% hits. AID 651560;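 active = compounds that cut the enzyme signal by at least half of the control window in the single-dose screen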;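 also: plate controls were DMSO wells with enzyme plus substrate for no effect and substrate without enzyme for full effect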
Target sequence (P24666 whole entry, looked up): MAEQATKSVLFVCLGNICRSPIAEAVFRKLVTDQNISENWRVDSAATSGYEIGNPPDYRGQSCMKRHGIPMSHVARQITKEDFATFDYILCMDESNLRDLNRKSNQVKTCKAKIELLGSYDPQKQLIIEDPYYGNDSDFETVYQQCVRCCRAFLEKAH
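Test system: LMPTP-A phosphatase enzyme; input: 0.625 nM LMPTP-A final; reagent: OMFP substrate, 400 µM final; compound dosing: 20 µM single dose, 3% DMSO; incubation: 50 min dark incubation at room temperature; measured by: endpoint fluorescence intensity from OMFP dephosphorylation; measure: % inhibition relative to no-enzyme and uninhibited control wells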
PABP1 MLLE inh = inhibitors of microRNA-mediated deadenylation, human PABP1 MLLE binding; GST-MLLE / FITC-PAM2 fluorescence polarization; P11940; AID 588489; 360,000 compounds, 0.36% hits; inhibition, % at 20 µM; in the data active = inhibition above about 35%, passing the limit was not always enough;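 also: plate controls were DMSO wells with GST-MLLE for no effect and wells lacking GST-MLLE protein for full effect; some results filed as inactive read as strong as hits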
Target sequence (P11940 whole entry, looked up): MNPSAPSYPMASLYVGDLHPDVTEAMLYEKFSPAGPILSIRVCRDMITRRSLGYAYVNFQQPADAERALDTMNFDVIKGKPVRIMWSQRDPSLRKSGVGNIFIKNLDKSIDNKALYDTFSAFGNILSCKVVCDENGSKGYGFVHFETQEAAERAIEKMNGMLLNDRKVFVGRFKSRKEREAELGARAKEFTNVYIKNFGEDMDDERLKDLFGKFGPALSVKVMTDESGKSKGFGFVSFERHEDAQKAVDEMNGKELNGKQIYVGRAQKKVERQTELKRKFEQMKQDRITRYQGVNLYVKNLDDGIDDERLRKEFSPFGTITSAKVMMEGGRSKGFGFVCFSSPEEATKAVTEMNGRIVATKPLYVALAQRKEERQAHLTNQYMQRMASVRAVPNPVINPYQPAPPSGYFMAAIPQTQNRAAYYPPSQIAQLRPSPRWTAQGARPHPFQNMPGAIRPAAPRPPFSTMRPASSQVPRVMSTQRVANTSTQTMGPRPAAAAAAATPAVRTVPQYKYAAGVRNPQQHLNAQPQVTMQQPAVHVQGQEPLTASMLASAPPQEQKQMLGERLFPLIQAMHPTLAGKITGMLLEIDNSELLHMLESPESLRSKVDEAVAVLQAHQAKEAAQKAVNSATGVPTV
CSN deneddyl inh = inhibitors of human CSN-mediated cullin deneddylation | Q92905 | 360,000 compounds, 0.38% hits | inhibition, % at 12.5 µM | Purified CSN, SCF-Nedd8-OG deneddylation, fluorescence polarization;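 active = pattern-corrected inhibition above about 35%, with an unprinted fluorescence ratio check between 0.5 and 1.5, limit read from the data, passing the limit was not always enough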;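 also: 0% = enzyme with substrate and 100% = substrate without enzyme; some results filed as inactive read as strong as hits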
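Assay system: Purified human Csn5 enzyme expressed in HEK293T cells | Amount: Enzyme 0.24 nM | Measured by: Fluorescence polarization readout | Medium: Tris/NaCl/DTT buffer, pH 7.5 | Compound dosing: One concentration, 12.5 µM, 0.25% DMSO | Times: 90 min incubation of compound, enzyme and substrate at room temperature | Control set: no-enzyme wells high, enzyme-with-substrate wells low | Read-out: % inhibition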
TbMetRS inhib = blocks T. brucei methionyl-tRNA synthetase activity; purified T. brucei MetRS, ATP depletion, Kinase-Glo luminescence; inhibition, % at 11.9 µM; 360,000 compounds, 0.4% hits;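 active = inhibition above a per-plate cutoff of the control wells' mean inhibition plus 3 SD, cut at about 5.5% in these data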;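 also: 0% = DMSO wells median and 100% = median of wells with control inhibitor compound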
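Dosing: 11.9 µM single point; system: parasite MetRS enzyme; technique: luminescence of leftover ATP; times: 15 min enzyme-compound preincubation, 2 h reaction, 10 min detection, 25 °C; replicates: each compound tested once; read-out basis: percent inhibition relative to median high and low control wells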
Scp-1 inhibitor = Scp-1 (human) phosphatase inhibition | Q9GZU7 | Recombinant Scp1, phosphopeptide, malachite green phosphate absorbance | inhibition, % at 20 µM | 340,000 compounds, 0.88% hits | AID 493091;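 active = inhibition above about 50% at 20 µM, limit read from the data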;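 also: plate controls were DMSO wells with enzyme for no effect and wells lacking enzyme for full effect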
Target sequence (Q9GZU7 76-261 limits assumed): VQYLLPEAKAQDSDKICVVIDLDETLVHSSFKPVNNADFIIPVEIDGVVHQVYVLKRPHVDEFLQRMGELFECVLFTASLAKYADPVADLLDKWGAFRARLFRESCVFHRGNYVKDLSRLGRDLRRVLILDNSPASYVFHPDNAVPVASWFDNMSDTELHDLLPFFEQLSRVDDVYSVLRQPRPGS
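System: truncated SCP-1 phosphatase (76-261aa); medium: Tris acetate buffer pH 5.5 with MgCl2 and Tween-20; incubation: 45 min room-temperature reaction, 5 min colour, 30 min stabiliser; compound: single 20 µM dose, 1% DMSO; reagent: Phosphorylated 17-residue peptide substrate; read-out: % inhibition at 20 µM; technique: colorimetric free-phosphate detection, absorbance 630 nm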
DNMT1 inh = inhibitors of human DNMT1; DNMT1 molecular beacon, Hinp1I cleavage, fluorescence; inhibition (reported as % activation of signal), % at 10 µM; 360,000 compounds, 0.83% hits; AID 588458; in the data active = inhibition above about 50%
Rpn11 inh = Rpn11 (human) deubiquitinase inhibition | O00487 | human 26S proteasome, Ub4-pepOG fluorescence polarization; 20S core pre-blocked with epoxomicin | calls only at 20 µM | 360,000 compounds, 0.59% hits;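 active = inhibition at 20 µM, scaled to each plate's controls, above about 33%, limit read from the data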
SUMO1-SIM PPI = modulators of human SUMO1-mediated protein-protein interactions; P63165; SUMO1 binding to a labelled peptide, TR-FRET, 1 h; inhibition, % at 20 µM; 360,000 compounds, 0.33% hits; in the data active = inhibition above about 37%
Starred values were filed as active, the others as inactive; i = inactive; nt = no result given.

SMILES | STEP block | NadD block | LMPTP block | PABP1 MLLE inh | CSN deneddyl inh | TbMetRS inhib | Scp-1 inhibitor | DNMT1 inh | Rpn11 inh | SUMO1-SIM PPI
CC/C(C)=N/NC(=O)c1[nH]c2ccc(C)cc2c1-c1ccccc1 | 10 | 11 | -0.9 | 2 | 0 | -0.5 | -1 | 0 | i | 7
COc1cc(C(=O)NCc2nnc(SCC(=O)N3CCc4ccccc43)o2)cc(OC)c1OC | -4 | 1 | -0.7 | -1 | 4 | -0.2 | -5 | -4 | i | 1
COC(=O)N/N=C/c1ccc(/C=N/NC(=O)OC)cc1 | -1 | 4 | -0.8 | 12 | -2 | -0.2 | -7 | -1 | i | -21
COc1cccc(C(=O)N2CCC[C@H]2C(=O)N2CCC[C@H]2C(=O)NCc2ccncc2)c1 | nt | 4 | -2.1 | nt | 1 | -1.0 | nt | nt | nt | 0
O=C(NCCCN=C1NS(=O)(=O)c2ccccc21)c1ccc(S(=O)(=O)N2CCCCC2)cc1 | 2 | -5 | -2.5 | 21 | 5 | -0.9 | -8 | -3 | i | 1
O=C(Nc1nc2ccccc2s1)C1CC(=O)N(c2ccc(Cl)cc2)C1 (stereo not drawn) | -1 | -4 | 1.4 | 1 | 0 | -0.2 | -9 | -9 | i | 0
COc1ccc(-c2nc3oc4cc(OC)ccc4c(=O)c3c(=O)n2Cc2ccco2)cc1 | 3 | 24 | 14 | 15 | 3 | 0.0 | 5 | 7 | i | 17
COc1ccc(CNC(=O)CN(C(=O)c2csnn2)c2cccc3ccccc23)cc1 | 4 | 0 | -0.5 | 6 | 2 | 0.3 | -1 | -6 | i | -5
CCCc1nnc(NC(=O)c2cccc(OC)c2)s1 | 1 | -6 | -1.0 | 5 | 1 | -0.5 | -4 | -2 | i | 1
Cc1csc(NC(=O)c2sccc2C)n1 | 0 | -2 | 0.3 | -9 | 1 | -1.0 | -12 | 2 | i | 3
O=C1c2ccccc2C(c2nnnn2C2CCCCC2)N1CCc1ccc(O)cc1 (stereo not drawn) | nt | -7 | -1.4 | nt | 4 | -1.1 | nt | nt | nt | 1
c1ccc2c(c1)CCc1c-2nc2ccccc2c1N1CCOCC1 | 1 | -5 | 37 | -3 | -1 | -1.4 | -8 | -2 | i | 2
C[C@@H]1CN([C@@H](C)CO)C(=O)c2cc(-c3ccncc3)cnc2O[C@H]1CN(C)C(=O)c1cccc(F)c1 | 0 | 11 | -4.7 | -29 | -2 | -1.3 | nt | 8 | i | 2
COC(=O)C1CCN(C(=O)C2CCC(=O)N(CCc3cccc(F)c3)C2)CC1 (stereo not drawn) | 0 | -2 | -1.0 | 5 | 0 | -0.2 | -5 | 3 | i | 1
C=CCNC(=O)C1CC(=O)N(c2ccc(OCc3ccccc3Cl)cc2)C1 (stereo not drawn) | -1 | -5 | -0.9 | -6 | -2 | 0.1 | 0 | -3 | i | 2

In a second layout: 7 of the compounds above.
| Molecule | STEP block | NadD block | LMPTP block | PABP1 MLLE inh | CSN deneddyl inh | TbMetRS inhib | Scp-1 inhibitor | DNMT1 inh | Rpn11 inh | SUMO1-SIM PPI |
| --- | --- | --- | --- | --- | --- | --- | --- | --- | --- | --- |
| COc1cccc(C(=O)N2CCC[C@H]2C(=O)N2CCC[C@H]2C(=O)NCc2ccncc2)c1 | nt | 4 | -2.1 | nt | 1 | -1.0 | nt | nt | nt | 0 |
| O=C(NCCCN=C1NS(=O)(=O)c2ccccc21)c1ccc(S(=O)(=O)N2CCCCC2)cc1 | 2 | -5 | -2.5 | 21 | 5 | -0.9 | -8 | -3 | i | 1 |
| O=C(Nc1nc2ccccc2s1)C1CC(=O)N(c2ccc(Cl)cc2)C1 (stereo not drawn) | -1 | -4 | 1.4 | 1 | 0 | -0.2 | -9 | -9 | i | 0 |
| COc1ccc(-c2nc3oc4cc(OC)ccc4c(=O)c3c(=O)n2Cc2ccco2)cc1 | 3 | 24 | 14 | 15 | 3 | 0.0 | 5 | 7 | i | 17 |
| COc1ccc(CNC(=O)CN(C(=O)c2csnn2)c2cccc3ccccc23)cc1 | 4 | 0 | -0.5 | 6 | 2 | 0.3 | -1 | -6 | i | -5 |
| CCCc1nnc(NC(=O)c2cccc(OC)c2)s1 | 1 | -6 | -1.0 | 5 | 1 | -0.5 | -4 | -2 | i | 1 |
| Cc1csc(NC(=O)c2sccc2C)n1 | 0 | -2 | 0.3 | -9 | 1 | -1.0 | -12 | 2 | i | 3 |

Next section:
SMILES | STEP block | NadD block | LMPTP block | PABP1 MLLE inh | CSN deneddyl inh | TbMetRS inhib | Scp-1 inhibitor | DNMT1 inh | Rpn11 inh | SUMO1-SIM PPI
Cc1ccccc1NC(=S)N(CCCN1CCOCC1)Cc1ccccn1 | 8 | -1 | -2.8 | 10 | -2 | 0.0 | -8 | 4 | i | -2
CCOC(=O)C1(CCOc2ccccc2)CCN(Cc2cccc(OC)c2OC)CC1 | 1 | -5 | -1.2 | -1 | 3 | -1.0 | -2 | 0 | i | 1
Brc1ccc(-c2csc(NNC3=NCCCCC3)n2)cc1 | 0 | -4 | -0.9 | 2 | 5 | -0.5 | -1 | -11 | i | -5
O=C(CCC1CCCN(C(=O)c2ccccc2Cl)C1)N1CCN(c2ccccn2)CC1 (stereo not drawn) | 0 | 6 | -0.9 | 4 | 1 | 0.1 | -1 | 0 | i | 0
COc1ccccc1CNC(=O)CN(C)CC(=O)Nc1ccc(F)c(F)c1F | 0 | -2 | -0.8 | 1 | -5 | -0.3 | -4 | 2 | i | 0
Cc1ccc(-c2nn(-c3ccccc3)cc2C=C2SC(=S)N(CCS(=O)(=O)O)C2=O)cc1 | 5 | 30* | 82* | 6 | 47* | 1.1 | nt | 76* | i | 72*
O=C(CSc1ccc2nnc(CCNC(=O)c3ccccc3)n2n1)NCc1ccccc1 | -2 | 1 | 1.2 | -7 | -3 | -0.4 | -2 | 1 | i | -3
CC1=C(C(=O)OCc2ccccc2)C(c2ccc3ccccc3c2)NC(=O)N1CCCC(=O)O (stereo not drawn) | 3 | 8 | 1.4 | -2 | -1 | 0.2 | -6 | 10 | i | 4
CC(=O)n1cc(C2C(=O)CC(C)(C)CC2=O)c2ccccc21 | 0 | -7 | -1.7 | 4 | -1 | 0.3 | -8 | 2 | i | 2
C/C(=N\NC(=O)Cn1cc([N+](=O)[O-])cn1)c1ccc(O)cc1 | -5 | -3 | -1.1 | 3 | -4 | 0.4 | -7 | -1 | i | -7
O=C1CCC(C(=O)OCc2cc(=O)oc3ccc4ccccc4c23)=NN1 | 2 | 1 | -0.5 | 4 | 7 | 0.2 | 8 | -11 | i | -35
Cc1csc(N2CCCC2c2nc3cc(C(F)(F)F)ccc3n2CCOCCO)n1 (stereo not drawn) | -3 | -3 | -2.3 | 14 | 0 | -0.1 | -3 | 2 | i | -2
CCOc1ccc(OCCC(=O)N(CCC2=CCCCC2)c2c(N)n(Cc3ccccc3)c(=O)[nH]c2=O)cc1 | 1 | 0 | 2.8 | 0 | -1 | -0.1 | 4 | 8 | i | 1
COc1ccc(CCNC(=O)CC(=O)N/N=C/c2ccc(Br)cc2)cc1OC | 1 | 2 | -2.5 | 0 | -2 | -1.2 | 1 | 3 | i | -4
CCOC(=O)c1sc2nc3n(c(=O)c2c1C)CCC(C)CC3 (stereo not drawn) | 2 | 4 | 0.5 | 24 | -4 | -0.1 | 7 | 2 | i | -1
COc1ccc(-n2nc(C(=O)NCC(=O)Nc3cc(OC)c(OC)c(OC)c3)c3ccccc3c2=O)cc1Cl | 1 | -13 | 0.3 | 2 | 2 | -1.1 | -3 | -4 | i | 10
CC(C)(C)c1ccc(S(=O)(=O)NC(=O)C2(C)CCN2C(=O)C2(c3ccccc3)CC2)cc1 (stereo not drawn) | -1 | -1 | -1.5 | -10 | 0 | 0.0 | nt | -4 | i | 5
COc1ccc(NCC(=O)Nc2ccc(C#N)cc2)cc1Cl | -1 | 3 | 0.2 | -27 | -3 | 0.4 | -11 | -7 | i | -1
CCOC(=O)N1CCC(N2CC34C=CC(O3)C(C(=O)Nc3ccc(OCC)cc3)C4C2=O)CC1 (stereo not drawn) | -1 | -1 | -0.5 | 0 | 6 | 1.3 | 3 | -1 | i | 6
Cc1noc(C)c1COc1ccccc1C(=O)NCCc1ccccc1 | 0 | -3 | -3.2 | 3 | -4 | -0.4 | -1 | 0 | i | -3
N=c1sccn1CC(=O)Nc1ccc2c(c1)CCC2 | 1 | -4 | -2.2 | -3 | -2 | 0.0 | -5 | -4 | i | 3
COc1ccc(CNC(=O)COC(=O)Cc2ccc(Br)cc2)cc1 | 2 | -9 | 0.1 | 2 | 3 | 0.2 | -5 | -4 | i | 0
CCCCOC(=O)c1cc(=O)[nH]c2ccc(C)cc12 | 0 | 3 | 0.5 | -2 | 1 | -0.1 | -4 | 16 | i | -7
CCNc1nc(NC(C)C)nc(N(C#N)CCOc2ccc(Cl)cc2Cl)n1 | 12 | 1 | 2.5 | 1 | 3 | 1.1 | -3 | 1 | i | -1
COc1ccc(CN(CC(=O)NCc2ccccc2)C(=O)CCC(=O)Nc2ccccn2)cc1 | -1 | -5 | -1.3 | 8 | -3 | 0.3 | -5 | -1 | i | 2
Cc1ccc(-n2ncc3c(=O)n(CC(N)=O)cnc32)cc1 | -2 | -3 | -0.6 | 0 | 6 | -0.4 | -4 | 2 | i | 1
COc1cc(OC)c(OC)cc1CNCc1ccco1 | -3 | 0 | -1.2 | 0 | -7 | 0.0 | -2 | 2 | i | 0
COc1ccc(NC(=O)Nc2ccc3c(c2)C(=O)N([C@H](C)CO)C[C@H](C)[C@@H](CN(C)C(=O)Nc2ccc(OC)cc2)O3)cc1 | 0 | 7 | 0.5 | -2 | -2 | -0.3 | 6 | 1 | i | 3
CCc1ccc(CNC(=O)C2CCN(S(=O)(=O)N3CCC4(CC3)OCCO4)CC2)cc1 | -3 | -10 | -0.2 | 4 | -3 | -0.6 | -8 | -3 | i | -1
C/C(=N\OCC(=O)Nc1ccccc1C(=O)O)c1cccs1 | 8 | -4 | -0.5 | -5 | -3 | 0.3 | -20 | -2 | i | 4
